Casp6 inh: blocks human caspase-6 cleavage activity. 0.53% of 350,000 active. purified caspase-6, Z-VEID-R110 cleavage fluorescence. inhibition, % at 12.5 µM. P55212;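 active means mean inhibition across replicates at least about 35%, with every replicate also reaching that limit, limit read from the data; inconclusive means only one of the two criteria met; inactive means neither criterion met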;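 further: 0% = median of neutral control wells and 100% = no fluorescence left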
Target sequence (P55212 24-179 limits assumed): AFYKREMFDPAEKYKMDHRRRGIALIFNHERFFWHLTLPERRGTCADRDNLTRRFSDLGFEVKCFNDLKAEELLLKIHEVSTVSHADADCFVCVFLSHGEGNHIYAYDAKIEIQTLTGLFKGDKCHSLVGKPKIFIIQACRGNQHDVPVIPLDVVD
Target sequence (P55212 194-293 limits assumed): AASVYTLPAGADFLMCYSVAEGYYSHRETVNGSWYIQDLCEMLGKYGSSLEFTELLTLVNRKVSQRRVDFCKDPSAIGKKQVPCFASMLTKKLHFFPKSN
ERp5 inh: inhibitors of human ERp5; Q15084; ERp5 insulin aggregation, absorbance 650 nm, 90 min; inhibition, % at 9.99 µM; 0.05% of 350,000 active; AID 651711;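 active means mean replicate inhibition above about 25%, with every replicate also reaching it, limit read from the data, passing the limit was not always enough; inconclusive means only one of those two criteria met; inactive means neither criterion met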
Target sequence (Q15084 whole entry, looked up): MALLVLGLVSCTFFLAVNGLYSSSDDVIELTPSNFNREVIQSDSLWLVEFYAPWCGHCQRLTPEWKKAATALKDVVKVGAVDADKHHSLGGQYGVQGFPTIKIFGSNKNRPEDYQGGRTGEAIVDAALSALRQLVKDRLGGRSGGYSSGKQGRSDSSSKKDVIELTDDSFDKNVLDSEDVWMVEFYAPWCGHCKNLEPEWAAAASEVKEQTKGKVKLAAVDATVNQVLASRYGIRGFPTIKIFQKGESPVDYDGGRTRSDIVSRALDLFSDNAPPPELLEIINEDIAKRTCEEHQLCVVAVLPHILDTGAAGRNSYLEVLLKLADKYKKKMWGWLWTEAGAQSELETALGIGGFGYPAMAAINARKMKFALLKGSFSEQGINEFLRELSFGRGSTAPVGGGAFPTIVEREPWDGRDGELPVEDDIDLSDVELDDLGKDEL
RAD52 inh: RAD52 (human) annealing inhibition; inhibition, % at 18.7 µM; P43351; recombinant RAD52 DNA annealing, FRET fluorescence; 0.46% of 360,000 active;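 active means every replicate showing at least 50% inhibition; inconclusive means mean inhibition at least 50% but not in every replicate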
RAD54 inh: blocks human RAD54 Holliday junction branch migration | Q92698 | FAM/BHQ fluorescence | inhibition, % at 10.4 µM | 0.14% of 360,000 active;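 active means mean normalized replicate activity at least 40 and at least half of replicates scoring 40 or more; inconclusive means only one of the two criteria met; inactive means mean below 40 and under half of replicates reaching 40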;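 further: 0% = median of neutral control wells and 100% = median of positive control wells; inhibitors cause a drop in the FAM fluorescence signal; in these data hits start at about 50%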
ARNT TACC3 PPI: disrupts binding between human ARNT and TACC3; Q9Y6A5; AlphaScreen His-ARNT PAS-B/GST-TACC3 binding, luminescence; TACC3 fragment carries E629A point mutation; inhibition, % at 9.99 µM; 0.66% of 390,000 active;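 active means mean inhibition of replicates at least 50% and at least half of replicates each reaching 50%; inconclusive means half or more replicates reach 50% but mean below 50%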;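 further: 0% = complete ARNT plus TACC3 wells and 100% = ARNT alone without TACC3; many hits fall short of the cut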
PglD DTNB: blocks C. jejuni PglD acetyltransferase activity. purified PglD enzyme, DTNB colorimetric CoA detection. inhibition, % at 12.5 µM. 0.098% of 360,000 active. AID 602405; in the data active means inhibition above about 16%, passing the limit was not always enough; inconclusive means no clear call, values can overlap the other calls; further: strong numbers were not always called active
esBAF inh: SWI/SNF esBAF complex inhibition; reporter increase, % at 12.5 µM; mouse ES cells, Bmi1-luciferase knock-in reporter, 24 h; 100% = twice the neutral-well signal; 2% of 350,000 active; AID 602393; in the data active means activation above about 40%; inconclusive means no clear call, values can overlap the other calls;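 further: 0% = median of the plate's neutral control wells and 100% = double that signal; a rise in the Bmi1 reporter signal indicates esBAF inhibition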
E-sel inducer: induces E-selectin expression in human endothelial cells. P16581. HUVEC E-selectin immunofluorescence imaging; normalized: neutral wells 0, TNF-alpha wells 100. activation, % at 7.58 µM. 0.37% of 260,000 active. AID 686992;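 active means mean E-selectin-positive cell signal at least 10% of the positive control, reached in at least 60% of replicates, without over 20% cell loss; inconclusive means no rule given, readout overlaps actives, possibly toxicity-flagged; inactive means the rest, including those meeting only one limit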;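 further: in these data hits start at about 27%; measured in HUVEC primary endothelial cells; signal is the percent of cells scored E-selectin positive by PE staining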
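assay system = HUVEC, human umbilical vein endothelial cells | input = 3,000 HUVEC seeded per well | medium = EGM-2 growth medium on 0.1% gelatin-coated wells | dosing = one compound dose added by pin transfer | signal = immunofluorescence imaging | read-out basis = % PE-positive cells | control set = TNF-alpha, DMSO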
* marks the source's active call; other numbers are inactive results; ? = inconclusive; . = not tested or not shown; & = joins results of further samples.

SMILES	Casp6 inh	ERp5 inh	RAD52 inh	RAD54 inh	ARNT TACC3 PPI	PglD DTNB	esBAF inh	E-sel inducer
Cc1ccc(S(=O)(=O)N(C)C[C@@H]2Oc3ccc(NC(=O)C4CC4)cc3C(=O)N([C@@H](C)CO)C[C@@H]2C)cc1	-2	3	-13	9	-5	-5	-6	?
CC1CCCC(NC(=O)CNCc2ccccc2F)C1C (centres undefined)	-6	-2	-9	.	-4	.	-4	.
C[C@H]1CN([C@@H](C)CO)C(=O)Cc2cc(NC(=O)c3ccncc3)ccc2O[C@@H]1CN(C)C(=O)NC1CCCCC1	13	-2	0	-5	-8	11	1	0.2
N#Cc1ccc(Sc2nc3ccccc3[nH]2)cc1C#N	.	.	.	3	3	-1	-2	0.0
COc1ccc(-c2ccccc2[C@@H]2[C@@H](C#N)N(C(=O)NC(C)C)[C@H]2CO)cc1	2	7	5	.	.	.	.	0.0
Cc1ccc(NC(=O)C2OCCc3ccccc32)cc1C (centres undefined)	-1	-1	-11	-9	2	0	58*	0.4
O=C(O)c1cn[nH]c1-c1cccc([N+](=O)[O-])c1	4	-1	13	.	-2	.	.	-1.7
COc1ccc(/C=c2\sc3nc(=O)c(C)nn3c2=O)c(OC)c1	1	7	-345	.	-2	.	.	-1.6
Cc1cc(-n2c(SCC(=O)Nc3ccc(F)c(F)c3)nc3n[nH]c(C)c3c2=N)ccc1Cl	-5	2	-8	5	-5	0	4	.
Cc1nc(Cl)c2oc3ccccc3c2n1	.	.	.	-7	-8	-3	1	.
Cc1ccccc1-n1c(C)nnc1SCC(=O)NCC1CCCO1 (centres undefined)	1	-8	-12	.	0	.	-2	.
O=C(CN1C(=O)NC2(CCCC2)C1=O)Nc1ccccc1F	.	.	.	-4	-3	-3	-2	.
Cc1nn2c(N3CCCC3)cc(C(C)C)nc2c1-c1ccccc1	.	.	.	5	-2	0	6	.
CNC[C@@H]1Oc2c(NS(=O)(=O)c3cn(C)cn3)cccc2C(=O)N([C@@H](C)CO)C[C@@H]1C	-2	-11	-13	-3	-17	0	-3	0.0
C[C@@H]1CN([C@H](C)CO)C(=O)c2cccc(NC(=O)Nc3ccc4c(c3)OCO4)c2O[C@H]1CN(C)S(=O)(=O)c1cccs1	1	-1	29	-6	3	-1	47*	0.6
COc1ccc(CNC(=O)c2cc(C)nn2-c2ccccc2)cc1	-4	-5	-16	.	7	.	-10	0.9
Cc1cc2ccccc2n1CCNC(=O)c1ccc(Br)o1	5	-3	-27	0	1	0	33	5.3
CCOc1cccc(NC(=O)CC#N)c1	.	.	.	-6	-6	-1	-3	.
COc1cccc(CNc2nc3cc(-c4ccc(OC)cc4C)sc3c(=O)n2C)c1	-1	2	-3	-15	.	1	11	0.0
C=CCC(CC=C)(NC(=O)c1ccccc1C)c1ccccc1	.	.	.	-13	5	3	-1	.
COC(=O)Cn1c(C(=O)N2CCCC2)cc2c1C[C@H]1CN(C(=O)c3ccccc3)[C@@](Cc3ccc(OC)cc3)(C(=O)OC)[C@@H]21	4	0	-30	.	.	.	.	1.5
Cc1ccc(OCCC(=O)Nc2ccccc2C(=O)NC2CC2)cc1	6	-12	-4	-10	-6	4	-8	1.8
Nc1cc(N)nc(SCC(=O)Nc2ccccc2N2CCOCC2)n1	-2	-7	-7	-17	-2	0	1	1.4
O=C(C[C@@H]1C[C@@H]2c3cc(NC(=O)C4CCC4)ccc3O[C@@H]2[C@H](CO)O1)NCc1ccncc1	3	4	-1	-2	-3	-1	-5	-0.5
Cc1cccc(/C=N\NC(=O)c2ccccc2-n2cccc2)c1	-6	0	3	-2	5	5	.	-0.2
CCCNC(=O)Nc1ccc2c(c1)OC[C@H](C)N(Cc1ccncc1)C[C@H](C)[C@@H](OC)CN(C)C2=O	-4	1	-5	-1	-8	4	-1	-0.2
C[C@@H]1CN([C@@H](C)CO)C(=O)CCCn2nncc2CO[C@@H]1CN(C)C(=O)Nc1ccccc1	-1&-4	5&1	9&17	-4&-1	-1	-2&-1	-6&4	0.0&-0.2
CC(C)CN(CCCNC(=O)CN1C(=O)COc2ccc(S(=O)(=O)N3CCCC3)cc21)CC(C)C	-22	-1	-16	.	0	.	.	-1.6
O=C(C[C@@H]1CC[C@@H](NC(=O)Cc2ccccn2)[C@@H](CO)O1)NCCc1ccncc1	0	-3	-17	-4	0	2	-1	-0.3
C[C@H]1CN([C@@H](C)CO)C(=O)c2cc(NC(=O)c3ccncc3)ccc2O[C@H]1CN(C)Cc1ccc(Cl)c(Cl)c1	0	0	10	2	7	1	-1	0.1
CN1CCN(C(=O)C2CC(=O)N(c3ccc(Cl)cc3)C2)CC1 (centres undefined)	-1	8	1	1	-1	0	-4	.
Cc1ccc(NC(=O)[C@@]2(CC(=O)O)CC(/C=C/c3ccccc3)=NO2)c(C)c1	2	1	-17	-2	-8	3	-2	0.0
O=C(N[C@@H]1C=C[C@@H](CC(=O)N2CCc3ccccc3C2)O[C@H]1CO)C1CCOCC1	1	0	2	.	.	.	.	0.9
C[C@@H]1CN([C@@H](C)CO)C(=O)c2cc(NC(=O)Cc3cn(C)c4ccccc34)ccc2O[C@H]1CN(C)Cc1ccccc1	4	2	-7	9	.	0	-2	0.8
O=C(O)CN(C1CCCCC1)S(=O)(=O)c1ccc(F)cc1	5	-1	-17	.	.	.	-1	.
Cc1c(-n2c(-c3ccccc3Cl)n[nH]c2=S)c(=O)n(-c2ccccc2)n1C	-2	11	-11	2	-5	2	-4	.
C1N2CN3CN1CN(C2)C3	-1	2	-6	-1	-1	4	3	-0.2
Cc1ccc(S(=O)(=O)N2CCN(C(=O)COC(=O)C3(C)CC3(Cl)Cl)CC2)c(C)c1 (centres undefined)	1	3	-9	-6	-2	1	2	.
CCCCCN(C(=O)CCC(=O)OCc1cccc(Br)c1)c1c(N)n(CCCC)c(=O)[nH]c1=O	0	5	-3	-2	3	-1	-3	0.9
COc1ccc(NC(=O)c2cc(C3CCCCN3S(=O)(=O)c3cccs3)on2)c(C)c1 (centres undefined)	-3	3	-11	0	.	4	-2	0.0
COC(=O)NC(NS(=O)(=O)c1ccccc1)(C(=O)OC)C(F)(F)F (centres undefined)	-2	.	-3	.	-2	.	-2	.
Cc1ccccc1C(=O)N1CCC(C(=O)Nc2ccc3c(c2)OCCO3)CC1	.	.	.	1	-16	2	-3	.
CC(=O)Nc1cccc(NC(=O)CSc2nccn2Cc2ccc(F)cc2)c1	-2	3	-5	4	1	-3	.	.
CCOC(=O)CCCCC(=O)c1[nH]c(=O)[nH]c1CSc1nc(-c2ccccc2)c(C#N)c(=O)[nH]1	.	-1	-16	0	9	-2	-5	.
O=S1(=O)CCO[C@H]2Cc3ccccc3[C@H]2N1Cc1cccc(F)c1	-1	4	-7	2	-6	-2	-4	.
COc1ccc(NC(=O)C2CCC(C)(C(=O)O)C2(C)C)cc1 (centres undefined)	.	.	.	1	-6	5	3	.
O=C(Nc1cccnc1Cl)c1cc([N+](=O)[O-])ccc1Cl	1	-1	-9	1	0	3	1	-3.4
C[C@@H]1CCCCO[C@H](CN(C)Cc2ccc3c(c2)OCO3)[C@H](C)CN([C@@H](C)CO)C(=O)c2cc(NC(=O)NC3CCCCC3)ccc2O1	-1	-3	43	8	-1	-1	-3	0.0
CCOC(=O)C1/C(=N\O)CC(C)(O)C(C(=O)OCC)C1c1ccc(OC)c(OC)c1 (centres undefined)	.	.	.	-1	0	-7	-1	.
COC(=O)c1cc2ccc(OC)cc2c2cc(OC)c(OC)cc12	.	-3	-7	-3	-9	0	-18	1.1
COc1ccc(-c2nnc(SCC(=O)OC3CCCCC3)o2)cc1OC	.	.	.	0	-22	5	-2	.
Cc1nc(N)nc(N)c1-c1ccc(Cl)c(Cl)c1	3	-2	-5	.	-3	.	-47	-0.1
CCCc1nnc(SCC(=O)Nc2ccc(OC)cc2)o1	-3	2	-7	-3	3	-6	-8	0.4
O=C(CCCn1c(=O)c2sccc2n(Cc2ccc(F)cc2)c1=O)NCc1ccco1	0	-2	-13	-5	-9	8	7	.
CCCCN(C(=S)SC)C1CCS(=O)(=O)C1 (centres undefined)	1	1	-4	0	-5	9	.	5.8
CCC(=O)NC(=S)NNC(=O)c1ccccc1[N+](=O)[O-]	-6	-7	-17	.	-6	.	.	-0.1
Cc1ccc(S(=O)(=O)N(C)C)cc1NC(=O)COC(=O)CSc1ccccc1	-1	3	1	-6	7	3	-2	0.6
O=C(C[C@H]1C=C[C@H](NC(=O)c2ccccc2)[C@@H](CO)O1)NCc1ccc(Oc2ccccc2)cc1	-4	1	-4	1	-1	12	3	0.4
COc1ccc(C2CC(c3ccccc3)=NN2C(=S)Nc2ccccc2)cc1 (centres undefined)	2	-1	-7	4	-5	-4	3	-0.7
CCN(C[C@H]1N[C@@](C)(C(=O)OC)[C@H]2C(=O)N(C)C(=O)[C@@H]12)C(=O)C1CCCCC1	31	12	-8	1	-10	1	3	0.9

Continued:
SMILES	Casp6 inh	ERp5 inh	RAD52 inh	RAD54 inh	ARNT TACC3 PPI	PglD DTNB	esBAF inh	E-sel inducer
O=C(NCc1ccc2c(c1)OCO2)c1ccc(CN2CCc3ccccc3C2)cc1	.	.	.	7	-1	3	9	.
O=C(NCc1ccccc1)C(c1ccncc1)N(C(=O)c1ccccn1)c1ccccc1 (centres undefined)	1	3	-10	9	7	-3	29	.
CC(=Nc1ccccc1)C1=C(O)C(CC(C)C)NC1=O (centres undefined)	-1	-2	-5	4	-5	-2	11	0.3
O=C(C1CC12CCCC2)N1CCC(CO)(Cc2ccccc2Cl)CC1 (centres undefined)	-4	0	-2	.	-2	.	.	?
COc1cccc(C(C(=O)NC2CCCCC2)N(C(=O)c2ccco2)c2ccccc2OC)c1 (centres undefined)	0	2	-2	4	-1	-7	-4	0.1
CCn1cc(/C=C(\NC(=O)c2ccc(OC)c(OC)c2)C(=O)N2CCOCC2)c2ccccc21	3	-5	-14	6	1	-1	-1	.
COc1ccc(C(=O)NCCSCc2ccccc2C)cc1	.	.	.	0	-2	-3	10	.
Cn1c(CCN2CCN(c3ccccn3)CC2)nc2cc(NS(=O)(=O)c3ccc(Cl)cc3)ccc21	-3	6	-67	-11	4	-2	3	.
C=CCN(CC=C)C(=O)C[n+]1ccc(C(N)=O)cc1	-81	2	19	.	0	.	.	-0.1
CC1=C(C)C(OCCBr)N(c2cc(O)c(Cl)cc2F)C1=O (centres undefined)	-1	-2	-1	.	-6	.	-3	.
O=C(Nc1ccc(-c2ccccc2)cc1)[C@H]1[C@H](CO)[C@H]2Cn3c(cccc3=O)[C@H]2N1CC1CCOCC1	-3	-4	-3	-13	7	4	5	-0.3
O=C(NCC(c1ccco1)N1CCN(c2ccccc2)CC1)c1cccs1 (centres undefined)	-2	1	-14	7	2	-4	-1	.
O=S(=O)(c1cccs1)N1CCN(c2ccccc2)CC1	0	1	-6	.	-16	.	1	7.0
NCC[C@@H]1CC[C@@H](NC(=O)C2CCC2)[C@@H](CO)O1	0	0	-5	8	5	-2	-3	0.3
Cc1onc(-c2c(Cl)cccc2Cl)c1C(=O)Nc1ccc2c(c1)OCCO2	.	.	.	8	-1	4	2	.

Two records drawn at random from those above, as already listed:
SMILES	Casp6 inh	ERp5 inh	RAD52 inh	RAD54 inh	ARNT TACC3 PPI	PglD DTNB	esBAF inh	E-sel inducer
CC1=C(C)C(OCCBr)N(c2cc(O)c(Cl)cc2F)C1=O (centres undefined)	-1	-2	-1	.	-6	.	-3	.
NCC[C@@H]1CC[C@@H](NC(=O)C2CCC2)[C@@H](CO)O1	0	0	-5	8	5	-2	-3	0.3
